SW480 rerep – A quantitative high throughput screen for small molecules that induce DNA re-replication in SW480 colon adenocarcinoma cells | SW480 DNA re-replication, Hoechst DNA content imaging, 48 h | Potency, µM (titrated, usually from 46.1 µM), for inactives: top-dose re-replication activation, actives largely listed as activators | 1.8% of 340,000 active; also: potency is read from the fitted curve at half-maximal effect; % of control where 0% means no effect; nearly all actives have a fitted effect of over 55% in size
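Hoechst fluorescence of nuclei (405 nm excitation, 500-530 nm emission) measured by plate-scanning imager after 48 hr compound exposure at 37 C; re-replication scored as increased number of nuclei with elevated intensity.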
KB-3-1 cytotox – qHTS assay for MDR1-selective chemotherapeutics: Primary screen using the parental adenocarcinoma cell KB-3-1; KB-3-1 viability, CellTiter-Glo ATP luminescence, 72 h; Potency, µM (highest dose often 46.1 µM), without a hit: at the top dose activity change, negative = cytotoxic, hits mostly cytotoxic; 1.4% of 400,000 active; AID 1347075, 2019; also: potency is read from the fitted curve at half-maximal effect; % is scaled to controls: 0 for no effect and ±100 for the full control effect; nearly all actives have a fitted effect of over 60% in size
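Cytotoxicity in the drug-sensitive parental line KB-3-1 was scored as loss of CellTiter-Glo luminescence following 72 h incubation with compound. Values come from curve fitting of normalized concentration-response data.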
WRN helicase inh – qHTS for Inhibitors of WRN Helicase; Bifunctional 3'-5' exonuclease/ATP-dependent helicase WRN (Homo sapiens), Q14191; WRN helicase unwinding, fluorescent forked duplex, kinetic; Potency, µM (highest dose often 114 µM), for the others: top-dose activity change, negative = inhibition, hits mostly inhibitors; 0.46% of 360,000 active; AID 651768, 2012; also: potency is read from the fitted curve at half-maximal effect; % is scaled to controls: 0 for no effect and ±100 for the full control effect; nearly all actives have a fitted effect of over 55% in size
Target sequence (Q14191 whole entry, looked up): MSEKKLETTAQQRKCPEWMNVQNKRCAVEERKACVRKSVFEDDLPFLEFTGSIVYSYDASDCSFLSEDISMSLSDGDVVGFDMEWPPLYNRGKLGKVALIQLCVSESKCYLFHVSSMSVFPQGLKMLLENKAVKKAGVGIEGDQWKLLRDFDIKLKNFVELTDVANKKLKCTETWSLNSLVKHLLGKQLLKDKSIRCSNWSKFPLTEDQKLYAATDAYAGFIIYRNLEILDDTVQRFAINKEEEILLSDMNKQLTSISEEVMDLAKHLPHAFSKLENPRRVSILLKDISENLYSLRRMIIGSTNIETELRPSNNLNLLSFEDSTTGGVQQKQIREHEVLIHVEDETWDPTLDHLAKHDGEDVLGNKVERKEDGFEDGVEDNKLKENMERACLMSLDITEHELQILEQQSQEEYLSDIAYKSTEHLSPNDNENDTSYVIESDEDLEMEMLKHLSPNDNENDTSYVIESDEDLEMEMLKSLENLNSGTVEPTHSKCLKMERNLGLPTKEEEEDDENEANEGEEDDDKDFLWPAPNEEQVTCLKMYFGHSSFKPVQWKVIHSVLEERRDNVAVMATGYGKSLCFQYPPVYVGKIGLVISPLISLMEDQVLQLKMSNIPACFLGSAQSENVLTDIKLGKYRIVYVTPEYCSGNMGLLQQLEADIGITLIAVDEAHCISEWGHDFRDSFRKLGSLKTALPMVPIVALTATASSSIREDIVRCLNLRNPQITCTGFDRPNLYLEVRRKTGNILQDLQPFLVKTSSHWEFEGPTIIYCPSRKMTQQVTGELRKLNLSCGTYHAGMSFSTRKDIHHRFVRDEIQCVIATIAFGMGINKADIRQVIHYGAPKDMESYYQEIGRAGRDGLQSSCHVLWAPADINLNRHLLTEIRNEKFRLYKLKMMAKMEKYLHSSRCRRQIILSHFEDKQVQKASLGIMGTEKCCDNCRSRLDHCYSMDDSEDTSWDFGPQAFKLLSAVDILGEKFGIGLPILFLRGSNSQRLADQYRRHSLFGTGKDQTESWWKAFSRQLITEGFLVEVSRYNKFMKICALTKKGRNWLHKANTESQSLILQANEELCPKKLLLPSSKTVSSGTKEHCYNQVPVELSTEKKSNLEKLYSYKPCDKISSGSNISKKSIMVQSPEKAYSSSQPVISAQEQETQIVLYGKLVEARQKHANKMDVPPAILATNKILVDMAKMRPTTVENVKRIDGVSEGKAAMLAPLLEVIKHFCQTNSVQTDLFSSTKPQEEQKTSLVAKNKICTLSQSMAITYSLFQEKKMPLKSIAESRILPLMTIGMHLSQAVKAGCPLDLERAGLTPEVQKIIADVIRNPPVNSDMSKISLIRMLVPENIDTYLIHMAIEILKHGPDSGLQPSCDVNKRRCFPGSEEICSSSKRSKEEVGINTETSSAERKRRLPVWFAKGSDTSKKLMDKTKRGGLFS
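WRN at 20 nM final preincubated with compound 15 min at room temperature; reaction started with 100 nM fluorophore/quencher forked duplex oligonucleotide and 2 mM ATP final. Unwinding followed kinetically by red fluorescence (ex 525, em 598 nm).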
ATXN2 expr inh – Primary qHTS for Inhibitors of ATXN expression; HEK-293 ATXN2-luciferase reporter, luminescence, 24 h; AID 1745845, 2022; Potency, µM (top dose mostly 57 µM), for the others: at the top dose activity change, negative = inhibition, actives largely listed as inhibitors; 0.72% of 360,000 active; also: potency is read from the fitted curve at half-maximal effect; % is scaled to controls: 0 for no effect and ±100 for the full control effect; nearly all actives have a fitted effect of over 55% in size
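qHTS (up to 57 uM final) was run with 24 h compound exposure of reporter cells at 37 °C. Each well was multiplexed: SteadyGlo luminescence measured ATXN2-luciferase expression after a fluorogenic Gly-Phe-AFC viability readout (25 uM final).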
MCF10A rerep – A quantitative high throughput screen for small molecules that induce DNA re-replication in MCF 10a normal breast cells | 2.9% of 350,000 active | Potency, µM (top dose mostly 46.1 µM), for the others: top-dose activity, positive = re-replication, actives largely listed as activators | MCF 10A DNA re-replication, Hoechst nuclear intensity, 48 h; also: potency is read from the fitted curve at half-maximal effect; % of control where 0% means no effect; nearly all actives have a fitted effect of over 50% in size
HT1080NT lethal – qHTS for induction of synthetic lethality in tumor cells producing 2HG: qHTS for the HT-1080-NT fibrosarcoma cell line. HT-1080-NT fibrosarcoma viability, CellTiter-Glo ATP luminescence, 48 h. Potency, µM (titrated, usually from 46.1 µM), for the others: top-dose activity, negative = less viability, usual class: cytotoxic. 1.6% of 360,000 active. AID 686970, 2013;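 also: NT is the 2HG producing partner of a matched IDH1 knockdown line; potency is read from the fitted curve at half-maximal effect; 0% = DMSO-treated cells and -100% = media-only wells without cells; nearly all actives have a fitted effect of over 55% in size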
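Compounds were tested in concentration-response format on HT-1080-NT cells for 48 hours at 37 degrees C. Cell viability came from CellTiter-Glo luminescence; curves were classified by r2, response magnitude and activity.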
IL1B secr inh – qHTS for Inhibitors of Inflammasome Signaling: IL-1-beta AlphaLISA Primary Screen | THP-1 LPS/ATP IL-1B secretion, AlphaLISA, 16 h; hits give low values | activity change, % at 57.5 µM | 4.7% of 360,000 active | AID 743279, 2014; in the data active = activity change below about -50%; inconclusive = mostly about -30% to -49%; also: % is scaled to controls: 0 for no effect and ±100 for the full control effect
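THP-1 cells pretreated 1 hr with compounds (up to 57.5 uM final), then stimulated with LPS (250 ng/mL final) plus ATP (1.25 mM final); secreted IL-1B measured by AlphaLISA after 16 hr, decreased signal indicating inhibition.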
HT1080 IDH1KD tx – qHTS for induction of synthetic lethality in tumor cells producing 2HG: qHTS for the HT-1080-IDH1KD cell line; 2% of 360,000 active; HT-1080 IDH1 knockdown viability, ATP luminescence, 48 h; Potency, µM (titrated, usually from 46.1 µM), inactives show at the top dose activity, negative = toxicity, usual class: cytotoxic;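 also: potency is read from the fitted curve at half-maximal effect; 0% = DMSO wells and -100% = cell-free medium wells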
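Knockdown cells (IDH1KD HT-1080) received compounds 2 h after plating at 750 cells/well and were kept 48 h at 37 °C in 5% FBS RPMI. A CellTiter-Glo luminescence read gave % activity for curve fitting.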
KB-V1 MDR tox – qHTS assay for MDR1-selective chemotherapeutics: Primary screen using the drug-selected MDR subline cells KB-V1; KB-V1 MDR cells viability, CellTiter-Glo, 72 h; Potency, µM (titrated, usually from 46.1 µM), without a hit: at the highest dose activity change, negative = cytotoxicity, most hits filed as cytotoxic; 3.4% of 400,000 active; AID 1347076, 2019; also: potency is read from the fitted curve at half-maximal effect; % is scaled to controls: 0 for no effect and ±100 for the full control effect; nearly all actives have a fitted effect of over 60% in size
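KB-V1 cells (P-gp-expressing MDR subline of KB-3-1) in phenol-red-free DMEM with 10% FBS were exposed to library compounds over a concentration series for 72 h at 37 degrees C. Viability read by CellTiter-Glo luminescence; concentration-effect curves fitted after normalization.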
* marks the source's active call; other numbers are inactive results; ? = inconclusive; · = no result given; [ ] = dose if it differs, or a comment. Unless noted, calls follow the shape of the dose curve; as a rule, active = well fitted curve in the direction sought with a large enough effect; inconclusive = small, poorly fitted or top-dose-only effect, or another doubt; inactive = no such curve, though single readings can be large; an effect the other way counts as inactive or inconclusive.

SMILES	SW480 rerep	KB-3-1 cytotox	WRN helicase inh	ATXN2 expr inh	MCF10A rerep	HT1080NT lethal	IL1B secr inh	HT1080 IDH1KD tx	KB-V1 MDR tox
CCOC(=O)c1ccc(NC(=O)c2nc[nH]c2C(=O)N[C@@H](C)CO)cc1	·	-25%	12%	-5%	·	1%	?	0%	-13%
O=C(CC1Oc2ccccc2NC1=O)NCCc1ccccc1 (stereo not given)	2%	-1%	2%	6%	1%	1%	29	5%	6%
COc1cccc(CNc2cccc(C(F)(F)F)c2)c1O	-18%	21µM*	-7%	0%[11.3 µM]	-1%	-20%	15	-16%	-18%
O=C(NCN1C(=O)C2C3C=CC(C3)C2C1=O)Nc1ccccc1O (stereo not given)	-1%	10%	-4%	-5%[11.3 µM]	-3%	-2%	10	9%	-2%
O=C(CSc1nnc(C2CC2)n1-c1ccccc1)NCCc1ccccc1	2%	2%	-17%	-1%	10%	-3%	-10	0%	-13%
Nn1c(SCC(=O)NC2CCCc3ccccc32)nnc1-c1cccs1 (stereo not given)	-4%	-1%	-6%	-8%	-2%	-4%	-8	-11%	?
CCN1CCN(c2nc(-c3cccnc3)nc3ccccc23)CC1	-2%	-8%	-3%	-31%	-1%	-27%	-2	-1%	-15%
CCn1c2ccccc2c2cc(NC(=O)CSc3nnc(-c4cccc(OC)c4)n3N)ccc21	4%	-8%	-11%	-22%	14%	?	-25	?	-28%
Cc1cc(C)n(-c2cc(Cl)cc(Cl)c2)c(=O)c1C#N	-3%	1%	7%	-2%	3%	9%	14	10%	0%
O=C(O)c1ccc(O)cc1O	-11%	0%	-5%	2%	-34%[inhibitor]	?	2	8%	-2%
CCOc1ccc(NC(=O)CC2C(=O)N(C)C(=S)N2Cc2ccco2)cc1 (stereo not given)	-239%[inhibitor]	-6%	10%	0%	-1%	3%	3	2%	1%
CCc1ccc(CN2CCC(Oc3cc(C(=O)NC4CC4)ccc3OC)CC2)cc1	·	-2%	-5%	·	·	-7%	-4	-15%	-9%
COc1cccc(OC)c1C(=O)N1CCN(S(=O)(=O)c2ccccc2)CC1	-3%	-2%	1%	-3%	-8%	4%	17	10%	-5%
Cc1cc(C)nc(N/N=C/c2ccco2)n1	-4%	-1%	-1%	8%	-3%	-3%	-3	16%	7%
CC(C)(C)c1ccc(Oc2ccc(N)cn2)cc1	-6%	5%	-2%	9.5µM*	-1%	-1%	5	-23%	?

4 compounds out of the list above, ordered by their value in IL1B secr inh, low to high:
Structure,SW480 rerep,WRN helicase inh,IL1B secr inh
CCN1CCN(c2nc(-c3cccnc3)nc3ccccc23)CC1,-2%,-3%,-2
CC(C)(C)c1ccc(Oc2ccc(N)cn2)cc1,-6%,-2%,5
COc1cccc(OC)c1C(=O)N1CCN(S(=O)(=O)c2ccccc2)CC1,-3%,1%,17
O=C(CC1Oc2ccccc2NC1=O)NCCc1ccccc1 (stereo not given),2%,2%,29

Additional records follow.
SMILES	SW480 rerep	KB-3-1 cytotox	WRN helicase inh	ATXN2 expr inh	MCF10A rerep	HT1080NT lethal	IL1B secr inh	HT1080 IDH1KD tx	KB-V1 MDR tox
COc1ccc(C(=O)NC(=S)N2CCN(C)CC2)cc1Br	0%	2%	8%	·	-8%	11%	7	7%	7%
CC1C(=O)NN=C1c1ccc([N+](=O)[O-])cc1 (stereo not given)	-2%	-10%	-1%	-16%	18%	-5%	0	-15%	-19%
COC(=O)C1=C(C)NC2=C(C(=O)CC(C)(C)C2)C1c1cn(Cc2ccc(Br)cc2)nc1-c1ccccc1 (stereo not given)	?	-21%	-12%	-9%	0%	-15%	-13	-17%	?
CC(=O)c1cn(CC(=O)NCc2ccco2)c2ccccc12	-20%	-6%	3%	23%	-1%	1%	0	-12%	0%
CCN(CC)S(=O)(=O)c1ccc2c(c1)nc(-c1ccccn1)n2C	-4%	-3%	-9%	28%	-4%	-4%	-11	-8%	?
Cc1cccc(N=Cc2ccccc2O)c1C	·	-22%	9%	·	·	4%	0	7%	9%
Cc1ccnc(Sc2ncccc2[N+](=O)[O-])n1	-1%[9.22 µM]	-1%	7%	7%	-2%	1%	-24	10%	6%
Cc1cc(C)n2nc(SCC(=O)N(C)Cc3ccccc3)nc2n1	?	4%	-11%[57.1 µM]	20%	9%	8%	19	13%[9.24 µM]	-1%
CCc1ccc(OCCOC(=O)Nc2ccccc2)cc1	8%	0%	-3%	·	?	-11%	-18	-8%	-19%
CCOC(=O)c1ccccc1NC(=O)c1cc2sccc2n1C	-2%	1%	-6%	4%	?	6%	10	11%	-13%
COc1cc(OC)cc(-c2noc([C@@H]3O[C@H](CO)[C@H](O)[C@H](O)[C@H]3O)n2)c1	·	0%	-2%	9%	·	?	4	20%	5%
C/C(=N\NC(=S)Nc1c(C)cccc1C)c1cc2ccccc2o1	12%	-4%	0%	·	?	-10%	6	-19%	-9%
Cc1cc(OC(C)C(=O)N/N=C/CC(C)c2ccccc2)ccc1Cl (stereo not given)	-1%	-1%	-3%	-11%	?	-16%	10	-4%	1%
CCc1nc(SCC(=O)NCc2ccco2)c2c3c(sc2n1)CCCC3	2%	9%	2%[57.1 µM]	?	?	-10%	9	?	?
Cc1cccc(C)c1-n1nnnc1-c1nc2cc3ccccc3cc2[nH]c1=O	·	1µM*	-10%	-38%	·	0.65µM*	8	0.37µM*	6.5µM*
O=C(c1cnc(-c2ccccc2)s1)c1ccc(Cl)cc1Cl	2%	4%	1%	3%	17%	-2%	2	?	?
O=S(=O)(NC1CCCCC1Sc1ncccn1)c1ccccc1 (stereo not given)	-5%	0%	-14%	4%	-2%	1%	12	1%	-13%
O=C(NNc1c2ccccc2nc2ccccc12)c1ccc(Cl)cc1	?	?	-3%	-19%	7%	6%	-9	11%	-26%
CNC(=O)[C@@]1(Cc2ccccc2)C=C[C@@H](C)N1C(C)=O	2%	23%	0%	9%	-1%	20%	0	10%	0%
Cn1ncc(Br)c1NC(=O)Nc1ccc(Cl)cc1	-5%	2%	5%	·	18%	-18%	6	-5%	-11%
CCOC(=O)C1=C(COC(=O)Cc2ccccc2)NC(=O)NC1C (stereo not given)	-8%	13%	8%	16%	-1%	7%	17	2%	0%
Cc1ccccc1N=C1c2cc([N+](=O)[O-])ccc2-c2ncccc21	-6%	3%	-7%	1%	?	3%	0	-4%	?
CC(C)N(Cc1nc(-c2ccccc2)no1)C(=O)CN(C)S(=O)(=O)c1ccc(Br)cc1	16%	?	-6%	-7%	27%	-19%	-2	?	?
O=C(Cn1ccnc1[N+](=O)[O-])N(CCO)CCO	·	-1%	0%	·	·	5%	6	14%	12%
Cc1cccc(-c2nn(-c3ccccc3)cc2C(=O)NCC(c2cccs2)N2CCOCC2)c1 (stereo not given)	-4%	-14%	-8%	1%	18%	2%	-11	1%	-13%
Cc1c(C)c(C)c(C(=O)c2ccc(NC(=O)c3ccccc3C(=O)O)cc2)c(C)c1C	-8%	33%	7%	-15%	17%	-6%	14	-20%	?
Cc1ccccc1NC(=O)Cc1nc(CSc2nnc(C3CCCCC3)n2N)cs1	4%	14%	-5%	-17%	1%	3%	8	0%	-9%
Clc1ccc(-c2nnc3n2CCCC3)cc1	-1%	0%	16%	-3%	-2%	15%	4	4%	-28%
COc1ccc(/C(=N\O)c2nccc3cc(OC)c(OC)cc23)cc1OC	-38%[inhibitor][1.84 µM]	-4%	7%[57.1 µM]	-8%[2.22 µM]	-28%	6%	6	-21%	-5%
CC(=O)Nc1ccc(NC=C(C#N)C#N)cc1	-2%	-1%	1%	3%	0%	4%	-7	12%	13%

Single values from the list:
ATXN2 expr inh, Cc1c(C)c(C)c(C(=O)c2ccc(NC(=O)c3ccccc3C(=O)O)cc2)c(C)c1C reads -15%
KB-3-1 cytotox, CCOC(=O)C1=C(COC(=O)Cc2ccccc2)NC(=O)NC1C (stereo not given) reads 13%

Next records.
SMILES	SW480 rerep	KB-3-1 cytotox	WRN helicase inh	ATXN2 expr inh	MCF10A rerep	HT1080NT lethal	IL1B secr inh	HT1080 IDH1KD tx	KB-V1 MDR tox
Cc1ccc(N2C(=O)C(Cl)=C(N3CCCCCC3)C2=O)cc1	-6%	1%	-5%	·	15%	4%	31	10%	11%
CCN(CC)CCCN(C(=O)c1ccccc1C)c1nc(-c2ccc(OC)cc2)cs1	-3%	-2%	8%	·	6%	-26%	-21	-22%	14%
COc1ccc(Cl)cc1S(=O)(=O)n1nnc2ccccc21	10%	-4%	-5%	0%	6%	-4%	-7	1%	0%
COc1ccc(C(=O)NCc2cc(C)nc3ccccc23)cc1	?	18µM*	0%	-24%	?	?	99	?	1%

Screens deposited in PubChem BioAssay by National Center for Advancing Translational Sciences (NCATS).
